High-throughput results (PubChem BioAssay)
GPR151 activators = GPR151 agonism via beta-arrestin recruitment – cell-based, PathHunter beta-arrestin, luminescence, set 2, confirmation (AID 1508608) | activation, % at 11.2 µM | GPR151 PathHunter beta-arrestin cells, luminescence, 90 min; hits give high values; 100% = signal from added EA reagent | 2,300 tested, 0.9% active;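 active means mean activation across replicates above 26.72%, the hit cutoff set for this confirmation screen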;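 further: 0% = plate median of compound wells and 100% = EA reagent high control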
GPR119 beta-arrestin = off-target GPR119 activation – cell-based, PathHunter beta-arrestin, luminescence, set 2, counter-screen for GPR151 activator project, confirmation (AID 1508607) | GPR119 PathHunter beta-arrestin cells, luminescence, 90 min; hits give high values | activation, % at 11.2 µM | 2,300 tested, 0.9% active;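 active means mean percent activation across replicates above the counterscreen hit cutoff of 9.17%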;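 further: 0% = median of sample wells and 100% = wells given EA reagent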
The depositor's hits bear a star.

SMILES | GPR151 activators | GPR119 beta-arrestin
CC1(O)CC(c2nc(-c3ccc4ccc(-c5ccccc5)nc4c3)c3c(N)nccn23)C1 (stereo unspecified) | -11.1 | -5.8

The list is partial, so the mix of outcomes need not match the whole.
